Screening data: PubChem BioAssay, National Center for Advancing Translational Sciences (NCATS)
12-hLO inh – qHTS Assay for Inhibitors of 12-hLO (12-human lipoxygenase); purified 12-hLO, xylenol orange hydroperoxide absorbance; 150,000 compounds, 0.12% hits; Potency, µM (series often up to 57.1 µM), without a hit: at the highest dose activity change, negative = inhibition, actives largely listed as inhibitors; active = well fitted inhibition curve with a large enough effect; also: nearly all actives have a fitted effect of over 55% in size; many of its hits are not listed in these tables
Target sequence (P18054 whole entry, looked up): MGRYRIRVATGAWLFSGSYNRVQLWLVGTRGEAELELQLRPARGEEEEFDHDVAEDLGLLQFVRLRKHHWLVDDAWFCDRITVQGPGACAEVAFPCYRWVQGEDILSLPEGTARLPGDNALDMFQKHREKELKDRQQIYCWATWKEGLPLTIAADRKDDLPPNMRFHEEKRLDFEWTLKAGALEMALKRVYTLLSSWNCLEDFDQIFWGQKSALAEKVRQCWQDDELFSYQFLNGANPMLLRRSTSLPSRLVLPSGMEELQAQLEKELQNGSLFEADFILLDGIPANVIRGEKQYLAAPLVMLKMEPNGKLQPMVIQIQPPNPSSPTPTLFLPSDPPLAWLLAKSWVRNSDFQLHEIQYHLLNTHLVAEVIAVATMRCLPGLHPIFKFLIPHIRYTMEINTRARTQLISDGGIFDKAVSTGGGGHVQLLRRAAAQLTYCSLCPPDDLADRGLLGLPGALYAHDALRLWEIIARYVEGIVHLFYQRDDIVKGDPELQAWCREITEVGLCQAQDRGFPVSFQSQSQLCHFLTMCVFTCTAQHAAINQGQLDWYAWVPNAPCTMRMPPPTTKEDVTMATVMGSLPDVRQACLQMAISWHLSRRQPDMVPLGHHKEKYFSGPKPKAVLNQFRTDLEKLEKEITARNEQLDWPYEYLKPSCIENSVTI
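Purified human 12hLO (150 nM final) was preincubated with compounds for 15 min at room temperature in 25 mM Hepes pH 7.0, 0.01% Triton X-100, then reacted with 40 uM arachidonic acid for 30 min. Hydroperoxide was detected with ferrous iron/xylenol orange.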
Starred values were filed as active, the others as inactive; & = joins results of further samples; [ ] = dose if it differs, or a comment. % is scaled to controls: 0 for no effect and ±100 for the full control effect; potency is read from the fitted curve at half-maximal effect. Some of the compounds tested; rates above refer to the full screens.

nr | SMILES | 12-hLO inh
1 | COc1ccc(-c2nc3c(c4c2C[C@H](c2ccccc2)OC4)CN(C(=O)C2CCCCC2)CC3)c(C)c1 | 0%[11.4 µM]
2 | C#CCCOC(=O)N1C2=NC(C(=O)OC)=C(C(=O)OC)[C@@H]3N(CC=C)c4ccccc4[C@]23C[C@H]1C(=O)OC | 6%[11.4 µM]
3 | COC/C=C/C1=CC2=CC(=O)C(C)(OC(=O)c3cnc4ccccc4n3)C(=O)C2=CN1C1CC1 (configuration not stated) | -2%[11.4 µM]
4 | CCN(CC)CCNC(=O)c1ccc(Cc2nc3ccccc3[nH]2)cc1 | 3%
5 | COC/C=C/C1=CC2=CC(=O)C(C)(OC(=O)c3cnc4ccccc4n3)C(=O)C2=CN1C(CO)CO (configuration not stated) | 4%[11.4 µM]
6 | COC/C=C/C1=CC2=CC(=O)C(C)(OC(=O)c3cnc4ccccc4n3)C(=O)C2=CO1 (configuration not stated) | 4%
7 | CCc1ccc(NS(=O)(=O)c2ccc(Cl)cc2OC)cc1 | -7%
8 | CCCCc1cc2c(cn1)C(=O)C(C)(OC(C)=O)C(=O)C2 (configuration not stated) | 0%[11.4 µM]
9 | N#Cc1ccc(CSc2nc(-c3cccs3)c3c(c2C(=O)O)CCCC3)cc1 | -5%
10 | c1ccc(CNc2oc(-c3ccccc3)nc2-c2cccc3ccccc23)cc1 | 3%
11 | CC(C)OCCCN1C=C2C(=O)C(C)(OC(=O)CCc3ccccc3)C(=O)C=C2C=C1c1ccc(C#N)cc1 (configuration not stated) | 2%[11.4 µM]
12 | COC(=O)C1=C(C(=O)OC)[C@@H]2Nc3ccccc3[C@@]23C[C@@H](C(=O)OC)N(C(=O)c2ccc(Br)cc2)C3=N1 | -1%[11.4 µM]
13 | CCN1C(=O)N(C)[C@@H](c2ccccc2)C(C(=O)OC)=C1C | 2%[11.4 µM]
14 | CC(=O)[C@H]1[C@H](CCc2ccccc2)NC(=O)N(Cc2ccccc2)[C@@H]1C | 0%[11.4 µM]
15 | COC(=O)C1=C(C)N(Cc2ccco2)C(=O)N[C@@H]1c1ccco1 | 4%[11.4 µM]
16 | COC(=O)N1C2=C(c3ccccc3[C@@H]1CC(=O)Nc1ccc3cc4ccccc4cc3c1)[C@@H]1C(=O)N(c3ccccc3)C(=O)[C@@H]1[C@H](C)C2 | -5%[11.4 µM]
17 | COc1ccc(C2=CC3=C(Br)C(=O)C(C)(OC(=O)c4cccs4)C(=O)C3=CO2)cc1 (configuration not stated) | -6%
18 | CC(C)[C@@H](CC(=O)N[C@@H]1CCNC[C@H]1C(=O)N[C@H](CC(=O)N[C@@H](CCC(=O)O)CC(=O)O)Cc1ccccc1)NC(=O)C[C@H](Cc1c[nH]c2ccccc12)NC(=O)[C@@H]1CCCC[C@H]1N | -1%
19 | CC(C)C[C@@H](CC(=O)N[C@@H](CCCN)CC(=O)N[C@@H]1CCCC[C@H]1C(=O)N[C@H](CC(=O)N[C@@H](CCC(=O)O)CC(=O)O)Cc1ccccc1)NC(=O)[C@@H]1CNCC[C@H]1N | -2%
20 | COCC(=O)N1CCc2nc(-c3ccc(OC)cc3C)c3c(c2C1)CO[C@@H](c1ccccc1)C3 | 3%[11.4 µM]
21 | CN(C)CCCNC(=O)c1ccc(Cc2nc3ccccc3[nH]2)cc1 | -1%
22 | COC(=O)CCCC1=CC2=C(c3ccccc3)C(=O)C(C)(OC(=O)C3CCCC3)C(=O)C2=CO1 (configuration not stated) | -18%
23 | COc1ccc(C2=CC3=C(Br)C(=O)C(C)(OC(=O)c4cnc5ccccc5n4)C(=O)C3=CO2)cc1 (configuration not stated) | 0%
24 | C=CCN1C=C2C(=O)C(C)(OC(=O)C3CCCC3)C(=O)C=C2C=C1c1ccsc1 (configuration not stated) | -6%[11.4 µM]
25 | CCCCC1=CC2=C(c3ccco3)C(=O)C(C)(OC(=O)c3ccc(OC)cc3)C(=O)C2=CN1CC(C)C (configuration not stated) | -3%[11.4 µM]
26 | CCCCc1nc2c(c3c1C[C@H](C)OC3)CN(C(=O)NCCCC(=O)OCC)CC2 | -1%[11.4 µM]
27 | CC#CCN1c2ccccc2[C@]23C[C@@H](C(=O)OC)N(S(=O)(=O)c4ccc(C)cc4)C2=NC(C(=O)OC)=C(C(=O)OC)[C@H]13 | 1%[11.4 µM]
28 | CCCCC/C=C\C/C=C\C/C=C\CCCCCCC(=O)NCC(=O)O | 9%
29 | COC/C=C/C1=CC2=CC(=O)C(C)(OC(=O)c3cnc4ccccc4n3)C(=O)C2=CN1Cc1ccco1 (configuration not stated) | -2%[11.4 µM]
30 | CCCCCCCCCCCCCCCC(=O)NCCCC(=O)O | -2%
31 | COc1ccc(CN2C=C3C(=O)C(C)(OC(=O)CCc4ccccc4)C(=O)C=C3C=C2c2ccc(C#N)cc2)cc1 (configuration not stated) | -5%[11.4 µM]
32 | C=C(COC)C1=CCC(C(=O)OC)(C(=O)OC)[C@@H](C[N+](=O)[O-])c2ccccc21 | 1%
33 | CC(C)(C)OC(=O)NCCCC1=CC2=CC(=O)C(C)(OC(=O)CCc3ccccc3)C(=O)C2=CO1 (configuration not stated) | -6%&2%
34 | CCCCNC(=O)c1ccc(Cc2nc3ccccc3[nH]2)cc1 | 4%
35 | O=C1CCCC=C1[C@@H](O)CCOC(c1ccccc1)(c1ccccc1)c1ccccc1 | 0%
36 | Cc1ccc(C)c(NS(=O)(=O)c2cc(C(=O)O)ccc2Cl)c1 | -1%
37 | COC(=O)CCCC1=CC2=C(c3ccccc3)C(=O)C(C)(OC(=O)C3CCCC3)C(=O)C2=CN1CCCCO (configuration not stated) | 2%[11.4 µM]
38 | CC(=O)[C@@H]1[C@@H](C)N(Cc2ccccc2)C(=O)N[C@H]1c1cccc(C(F)(F)F)c1 | 1%[11.4 µM]
39 | CCCCC1=CC2=C(c3ccco3)C(=O)C(C)(OC(=O)c3ccc(OC)cc3)C(=O)C2=CN1CC1CC1 (configuration not stated) | -7%[11.4 µM]
40 | CCCCC[C@H](O)/C=C/C1=C(C/C=C\CCCC(=O)O)C(=O)CC1 | 4%
41 | CC[C@@H](C)CN1C(=O)N[C@@H](CCc2ccccc2)C(C(C)=O)=C1C | 0%&-2%[11.4 µM]
42 | CCN1C(=O)N(S(=O)(=O)c2ccc(C)cc2)[C@@H](c2ccccc2)C(C(=O)OC)=C1C | 3%[11.4 µM]
43 | CCCCC1=CC2=CC(=O)C(C)(OC(=O)CC)C(=O)C2=CN1CCN1CCOCC1 (configuration not stated) | -1%[11.4 µM]
44 | COC(=O)C1=C(C)N(Cc2ccccc2)C(=O)N[C@H]1c1ccc(Br)cc1 | -1%[11.4 µM]
45 | C=C(C)CSC1=C(C#N)C(c2ccccc2)CC(=O)N1 (configuration not stated) | -3%
46 | O=C(NCCCCN1CCCC1)c1ccc(Cc2nc3ccccc3[nH]2)cc1 | -1%
47 | COC(=O)CCCC1=CC2=C(c3ccccc3)C(=O)C(C)(OC(=O)C3CCCC3)C(=O)C2=CN1Cc1ccc2c(c1)OCO2 (configuration not stated) | -8%[11.4 µM]
48 | CCCCS(=O)(=O)N1C2=NC(C(=O)OC)=C(C(=O)OC)[C@@H]3N(C)c4ccccc4[C@]23C[C@H]1C(=O)OC | 0%[11.4 µM]
49 | COC/C=C/C1=CC2=CC(=O)C(C)(OC(=O)c3cnc4ccccc4n3)C(=O)C2=CN1c1ccc(OC)cc1 (configuration not stated) | -8%[11.4 µM]
50 | CC#CCN1c2ccccc2[C@]23C[C@@H](C(=O)OC)N(C(=O)COCc4ccccc4)C2=NC(C(=O)OC)=C(C(=O)OC)[C@H]13 | 4%[11.4 µM]
51 | COc1ccc(C2=CC3=C(Br)C(=O)C(C)(OC(=O)c4ccc(Cl)nc4)C(=O)C3=CO2)cc1 (configuration not stated) | 0%
52 | C[C@H]1Cc2c(-c3ccccc3)nc3c(c2CO1)CN(S(=O)(=O)c1ccc(C#N)cc1)CC3 | -1%[11.4 µM]
53 | CCCCCCCC1=Cc2ccccc2C(CC(=O)c2ccccc2)N1C(=O)OC (configuration not stated) | -2%[11.4 µM]
54 | CCCCC1=CC2=C(c3ccco3)C(=O)C(C)(OC(=O)c3cccs3)C(=O)C2=CO1 (configuration not stated) | -15%
55 | CC(C)(C)OC(=O)NCCCCC1=CC2=CC(=O)C(C)(O)C(=O)C2=CO1 (configuration not stated) | 9%
56 | O=C(O)c1cc(NS(=O)(=O)c2ccc3ccccc3c2)ccc1O | -8%
57 | CCn1c(=O)c2c3c(sc2n2c(SCc4ccc(F)cc4)nnc12)CCCC3 | 5%
58 | C#CCCOC(=O)N1C2=NC(C(=O)OC)=C(C(=O)OC)[C@@H]3N(C)c4ccc(OC)cc4[C@]23C[C@H]1C(=O)OC | -7%[11.4 µM]
59 | CC/C=C\C/C=C\C/C=C\C/C=C\C/C=C\CCC(=O)O[C@H](COCCCCCCCCCCCCCCCC)COP(=O)([O-])OCC[N+](C)(C)C | -1%
60 | CC1(O)C(=O)C=C2C=C(c3ccsc3)OC=C2C1=O (configuration not stated) | -1%

The results go on.
nr | SMILES | 12-hLO inh
61 | CC(C)[C@@H](CC(=O)N[C@@H]1CCCC[C@H]1C(=O)N[C@H](CC(=O)N[C@@H](CCC(=O)O)CC(=O)O)Cc1c[nH]c2ccccc12)NC(=O)C[C@H](CO)NC(=O)[C@@H]1CCCC[C@H]1N | -1%
62 | COC(=O)CCC(=O)OC1(C)C(=O)C=C2C=C(C3CC3)N(CCCOC(C)C)C=C2C1=O (configuration not stated) | -3%[11.4 µM]
63 | CC1(OC(=O)c2cnc3ccccc3n2)C(=O)C=C2C=C(C3CC3)OC=C2C1=O (configuration not stated) | -2%
64 | O=CN/C=C/c1cc(F)cc(F)c1F | 4%
65 | C=CCN1c2ccccc2[C@]23C[C@@H](C(=O)OC)N(C(=O)c4ccco4)C2=NC(C(=O)OC)=C(C(=O)OC)[C@H]13 | 1%[11.4 µM]
66 | COC(=O)C1=C(C(=O)OC)[C@@H]2N(C)c3ccc(OC)cc3[C@@]23C[C@@H](C(=O)OC)N(S(=O)(=O)c2ccc4c(c2)OCCN4C)C3=N1 | -6%[11.4 µM]
67 | NCCC[C@@H](CC(=O)N[C@@H]1CCNC[C@H]1C(=O)N[C@H](CC(=O)N[C@@H](CCC(=O)O)CC(=O)O)Cc1ccccc1)NC(=O)C[C@H](Cc1ccccc1)NC(=O)[C@@H]1CNCC[C@H]1N | 3%
68 | Cc1cc(C)c(C)c(S(=O)(=O)NCCC(=O)O)c1C | -3%
69 | CCCCCCCC/C=C\C/C=C\C/C=C\CCCC(=O)O | 0%
70 | C[C@H]1Cc2c(COc3ccccc3)nc3c(c2CO1)CN(S(=O)(=O)c1ccc(Cl)c2nonc12)CC3 | -6%[11.4 µM]
71 | C=C(C)C(O)/C=C/c1ccc(C(F)(F)F)cc1 (configuration not stated) | 2%&0%
72 | COC(=O)C1=C(C(=O)OC)[C@@H]2Nc3ccccc3[C@@]23C[C@@H](C(=O)OC)N(C(=O)CC(C)C)C3=N1 | -7%[11.4 µM]

Gathered by group, the entries above with a COOH group
nr | SMILES | 12-hLO inh
9 | N#Cc1ccc(CSc2nc(-c3cccs3)c3c(c2C(=O)O)CCCC3)cc1 | -5%
18 | CC(C)[C@@H](CC(=O)N[C@@H]1CCNC[C@H]1C(=O)N[C@H](CC(=O)N[C@@H](CCC(=O)O)CC(=O)O)Cc1ccccc1)NC(=O)C[C@H](Cc1c[nH]c2ccccc12)NC(=O)[C@@H]1CCCC[C@H]1N | -1%
19 | CC(C)C[C@@H](CC(=O)N[C@@H](CCCN)CC(=O)N[C@@H]1CCCC[C@H]1C(=O)N[C@H](CC(=O)N[C@@H](CCC(=O)O)CC(=O)O)Cc1ccccc1)NC(=O)[C@@H]1CNCC[C@H]1N | -2%
28 | CCCCC/C=C\C/C=C\C/C=C\CCCCCCC(=O)NCC(=O)O | 9%
30 | CCCCCCCCCCCCCCCC(=O)NCCCC(=O)O | -2%
36 | Cc1ccc(C)c(NS(=O)(=O)c2cc(C(=O)O)ccc2Cl)c1 | -1%
40 | CCCCC[C@H](O)/C=C/C1=C(C/C=C\CCCC(=O)O)C(=O)CC1 | 4%
56 | O=C(O)c1cc(NS(=O)(=O)c2ccc3ccccc3c2)ccc1O | -8%
61 | CC(C)[C@@H](CC(=O)N[C@@H]1CCCC[C@H]1C(=O)N[C@H](CC(=O)N[C@@H](CCC(=O)O)CC(=O)O)Cc1c[nH]c2ccccc12)NC(=O)C[C@H](CO)NC(=O)[C@@H]1CCCC[C@H]1N | -1%
67 | NCCC[C@@H](CC(=O)N[C@@H]1CCNC[C@H]1C(=O)N[C@H](CC(=O)N[C@@H](CCC(=O)O)CC(=O)O)Cc1ccccc1)NC(=O)C[C@H](Cc1ccccc1)NC(=O)[C@@H]1CNCC[C@H]1N | 3%
68 | Cc1cc(C)c(C)c(S(=O)(=O)NCCC(=O)O)c1C | -3%
69 | CCCCCCCC/C=C\C/C=C\C/C=C\CCCC(=O)O | 0%
